Screening data as filed in PubChem BioAssay.
ERp5 block: blocks human ERp5 reductase activity on insulin. ERp5 insulin aggregation, absorbance 650 nm, 90 min. Q15084. inhibition, % at 9.99 µM. AID 651711. actives 0.05% (n = 350,000);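 active = mean replicate inhibition above about 25%, with every replicate also reaching it, limit read from the data, passing the limit was not always enough; inconclusive = only one of those two criteria met; inactive = neither criterion met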
Target sequence (Q15084 whole entry, looked up): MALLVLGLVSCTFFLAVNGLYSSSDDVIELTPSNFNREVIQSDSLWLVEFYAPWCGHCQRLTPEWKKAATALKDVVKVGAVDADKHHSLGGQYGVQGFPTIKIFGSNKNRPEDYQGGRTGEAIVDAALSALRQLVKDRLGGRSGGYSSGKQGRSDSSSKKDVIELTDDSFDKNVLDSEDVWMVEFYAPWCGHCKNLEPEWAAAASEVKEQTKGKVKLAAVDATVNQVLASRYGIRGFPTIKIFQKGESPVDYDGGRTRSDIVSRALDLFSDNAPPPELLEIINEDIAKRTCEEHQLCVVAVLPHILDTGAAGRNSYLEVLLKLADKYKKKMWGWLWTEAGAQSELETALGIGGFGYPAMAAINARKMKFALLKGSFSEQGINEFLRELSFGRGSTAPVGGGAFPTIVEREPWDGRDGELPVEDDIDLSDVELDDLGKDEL
SIRT5 inh: inhibitors of human sirtuin-5 desuccinylase. Purified SirT5, succinyl-peptide AMC, trypsin-coupled fluorescence. inhibition, % at 15 µM. actives 1.1% (n = 330,000). AID 652115; in the data active = inhibition above about 15%; inconclusive = no clear call, values can overlap the other calls
Target sequence (Q9NXA8 whole entry, looked up): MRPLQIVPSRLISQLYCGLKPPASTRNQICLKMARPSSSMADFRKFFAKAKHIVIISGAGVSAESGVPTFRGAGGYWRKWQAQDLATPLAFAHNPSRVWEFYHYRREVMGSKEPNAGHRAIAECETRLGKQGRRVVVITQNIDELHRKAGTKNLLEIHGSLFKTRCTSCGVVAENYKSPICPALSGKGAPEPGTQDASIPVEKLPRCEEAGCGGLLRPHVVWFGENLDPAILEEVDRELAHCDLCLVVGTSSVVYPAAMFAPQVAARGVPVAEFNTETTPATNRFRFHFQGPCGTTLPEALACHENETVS
miR-122 sensor: miR-122 inhibition in Huh7 cells; activation (reporter increase), % at 12.5 µM; Huh7 miR-122 Renilla luciferase sensor, 48 h; neutral wells = 0, positive control = 100; actives 0.3% (n = 340,000);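 active = mean replicate activation score at least 90 and every replicate individually at or above 90; inconclusive = only one of the two criteria met; inactive = neither criterion met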;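 also: higher luciferase means less miR-122 activity so hits act as miR-122 inhibitors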
Casp6 inh: blocks human caspase-6 cleavage activity. P55212. purified caspase-6, Z-VEID-R110 cleavage fluorescence. inhibition, % at 12.5 µM. actives 0.53% (n = 350,000);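 active = mean inhibition across replicates at least about 35%, with every replicate also reaching that limit, limit read from the data; inconclusive = only one of the two criteria met; inactive = neither criterion met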;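 also: 0% = median of neutral control wells and 100% = no fluorescence left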
Target sequence (P55212 24-179 limits assumed): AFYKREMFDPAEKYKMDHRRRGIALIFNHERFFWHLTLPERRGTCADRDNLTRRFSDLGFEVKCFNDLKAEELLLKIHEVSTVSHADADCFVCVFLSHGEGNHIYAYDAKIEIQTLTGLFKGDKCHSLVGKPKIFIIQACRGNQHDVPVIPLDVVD
Target sequence (P55212 194-293 limits assumed): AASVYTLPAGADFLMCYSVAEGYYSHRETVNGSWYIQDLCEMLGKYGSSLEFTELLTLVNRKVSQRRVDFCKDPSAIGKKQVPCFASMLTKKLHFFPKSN
ERAP1 inh: inhibitors of human ERAP1 aminopeptidase | recombinant ERAP1, Leu-AMC fluorescence, 60 min | actives 0.15% (n = 340,000) | inhibition, % at 10.7 µM | AID 652197;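 active = mean replicate inhibition of at least 30%, or all replicates individually reaching that 30% level; inactive = mean below 30% and not every replicate reaching it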;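 also: 0% = neutral control wells and 100% = L-leucinethiol positive control wells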
F508del corr: correctors of CFTR F508del function in bronchial epithelial cells; actives 0.36% (n = 350,000); activity (quench increase), % at 7.58 µM; AID 720511; CFBE cells, YFP halide quenching; stimulated with forskolin plus potentiator P3; % fluorescence drop versus neutral controls;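 active = mean added fluorescence quench of at least 8% versus neutral control, with both replicates also reaching 8%; inconclusive = only one of the mean or replicate conditions met; inactive = mean below 8% and not both replicates reaching 8%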;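 also: cells transiently co-express mutant CFTR-F508del with the halide-sensitive YFP; corrector assay measuring rescue of mutant channel to the surface after 24 h compound exposure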
DENV2 CPE rescue: DENV2-induced cell death inhibition; DENV2-infected cells, cytopathic effect rescue, plate reader; CPE inhibition, % at 9.99 µM; actives 1.7% (n = 350,000); AID 651640; in the data active = CPE inhibition above about 20%, passing the limit was not always enough; inconclusive = no clear call, values can overlap the other calls; tested in BHK-21 cells;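 also: 0% = median of neutral control wells and 100% = median of positive control wells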
The depositor's hits bear a star; u = inconclusive; x = not tested or not shown; [ ] = remark or other dose. An unsorted share of the library; 4% or so of the library scored in one or more.

No.	Structure	ERp5 block	SIRT5 inh	miR-122 sensor	Casp6 inh	ERAP1 inh	F508del corr	DENV2 CPE rescue
1	C[C@H]1CN([C@@H](C)CO)C(=O)c2cc(NC(=O)Nc3ccc(F)cc3)ccc2O[C@H]1CN(C)Cc1ccc(C(F)(F)F)cc1	-1	2	-13[16.7 µM]	1	-4	1.5	3
2	Cc1cnccc1CNC(=O)C1CCC(=O)N(Cc2ccc(Cl)cc2)C1 (configuration not stated)	4	-1	-1	-1	-3	1.8	-4
3	COC(=O)c1ccc(N2CCCCC2)c(N)c1	7	-2	-3	0	1	-0.1	-1
4	COc1ccccc1-n1c(C)cc(/C=C2/C(=N)N3C(=NC2=O)SN=C3S(C)(=O)=O)c1C	-1	2	x	11	2	-0.9	-3
5	C[C@@H]1CN([C@H](C)CO)C(=O)Cc2cc(NS(C)(=O)=O)ccc2O[C@H]1CN(C)S(=O)(=O)c1ccc(F)cc1	5	6	10[16.7 µM]	1	4	0.5	6
6	CO[C@@H](CN(C)C(=O)c1cc(Cl)cc(Cl)c1)[C@H](C)CN(C(=O)Nc1ccc(F)cc1)[C@@H](C)CO	5	-1	x	-1	-2	-2.3	92*
7	CC(C)(C)NC(=O)c1cccc(NC(=O)c2cccc(O)c2)c1	2	0	-4	3	-1	-1.3	1
8	O=C(C[n+]1ccccc1)Nc1ccccc1C(=O)O	-2	-1	x	-6	-2	-4.0	x
9	COc1ccc2c3c([nH]c2c1)[C@@H](CO)N(CC1CC1)CC31CN(C(=O)c2ccc(F)cc2)C1	-1	10	x	0	-2	2.1	-12
10	COc1ccc(CN2CC(C(=O)NCCc3ccc(Cl)cc3)CC2=O)cc1 (configuration not stated)	4	-2	-12	2	-1	0.7	-1
11	COc1ccc(NC(=O)c2ccc(N3CCOCC3)nc2)cc1	-1	-3	-1	-15	0	-1.7	u
12	CCCc1c(C)[nH]c2nc3ccccc3n2c1=O	3	-8	1	-4	3	4.7	5
13	CCN(CC)S(=O)(=O)c1ccc(OC(C)C)c(NC(=O)c2c3c(nc4ccccc24)CCN(Cc2ccccc2)C3)c1	2	8	5	2	1	1.8	-9
14	CC(C)Cn1c(N)c(C(=O)COC(=O)c2ccc(O)cc2O)c(=O)n(C)c1=O	-22	-5	-2	1	1	5.1	-3
15	COc1ccc(NC(=O)/C(=C/c2ccc3c(c2)OCO3)NC(C)=O)cc1	-1	-1	x	0	-1	-2.6	-1

Further records:
No.	Structure	ERp5 block	SIRT5 inh	miR-122 sensor	Casp6 inh	ERAP1 inh	F508del corr	DENV2 CPE rescue
16	CNC[C@@H]1Oc2ncc(-c3ccc(C)cc3)cc2C(=O)N([C@H](C)CO)C[C@@H]1C	3	1	6[16.7 µM]	2	-2	x	0
17	CC(=O)NCCC(=O)Nc1cc(S(=O)(=O)N2CCOCC2)ccc1Oc1ccc(F)cc1	-5	0	-1	4	-2	0.0	-5
18	COc1ccc(C#Cc2cnc3c(c2)C(=O)N([C@H](C)CO)C[C@@H](C)[C@@H](CN(C)C(=O)CN(C)C)O3)cc1	0	-5	-4[16.7 µM]	0	7	-0.1	33*
19	COc1cc2c(cc1OC)C(c1cccs1)N(C(=O)c1cccc(S(=O)(=O)N(C)C)c1)CC2 (configuration not stated)	1	-1	x	1	x	2.0	x
20	O=C1c2ccccc2S(=O)(=O)c2cc(N3CCN(C(=O)c4ccccc4)CC3)ccc21	-1	x	x	x	-3	2.2	-16
21	CN(CC(=O)Nc1c(Cl)cccc1Cl)C(=O)c1ccc(NS(=O)(=O)c2ccc3[nH]c(=O)[nH]c3c2)cc1	3	-3	-4	2	0	-1.2	40*
22	CC1CCN(c2nc3ccc(C(=O)NCCCN4CCCCC4)cc3s2)CC1	2	1	-1	-28	-7	-4.3	7
23	O=C(C[n+]1ccc(C(=O)NCc2ccccc2)cc1)c1ccc(F)cc1	1	x	x	-5	-2	-1.0	-3
24	COc1ccc(NC(=O)Nc2ccc3c(c2)C(=O)N([C@@H](C)CO)C[C@H](C)[C@@H](CN(C)Cc2ccc(C(=O)O)cc2)O3)cc1	-1	-1	9[16.7 µM]	0	1	-1.1	-1
25	C#CCOCCOCCOCCNc1nc(N2CCN(C(=O)[C@H]([C@@H](C)CC)n3cc(CCCN=C(N)N)nn3)CC2)nc(N2CCN(C(=O)[C@H]([C@@H](C)CC)n3cc(CCC(=O)O)nn3)CC2)n1	5	-2	x	-3	3	7.3	-8
26	COc1ccccc1C#Cc1ccc([C@H]2[C@H]3CN(C(=O)C4CCCC4)CCCCN3[C@H]2CO)cc1	-2	13	3[16.7 µM]	0	1	-1.4	-2
27	C[C@@H]1CN([C@@H](C)CO)C(=O)c2cc(NC(=O)C3CC3)ccc2O[C@@H]1CN(C)Cc1ccc(C(=O)O)cc1	-2	-5	0[16.7 µM]	2	0	1.7	11
28	CC(=O)c1c(C)n(CCO)c2ccc(O)cc12	-3	5	-6	0	0	-0.7	4
29	Cc1cccc(N(CC(=O)NC2CCCCC2)C(=O)Cn2nnc(-c3ccc(C)o3)n2)c1	6	x	x	-3	1	1.9	0
30	C[C@@H]1CN([C@@H](C)CO)C(=O)c2cc(-c3cccc(F)c3)cnc2O[C@@H]1CN(C)Cc1ccncc1	3	21*	-1[16.7 µM]	2	-2	1.4	3

(list continues)
No.	Structure	ERp5 block	SIRT5 inh	miR-122 sensor	Casp6 inh	ERAP1 inh	F508del corr	DENV2 CPE rescue
31	CNC[C@@H]1Oc2c(NC(=O)c3nc4ccccc4s3)cccc2C(=O)N([C@@H](C)CO)C[C@H]1C	-3	2	-5[16.7 µM]	1	-1	1.2	-3
32	Cc1cccc(S(=O)(=O)N2CC[C@H]3[C@H](CO)Nc4ccc(-c5ccccc5F)cc4[C@H]32)c1	x	x	1[16.7 µM]	x	x	0.5	-1
33	O=C(CSc1ncn[nH]1)NC1CCCc2ccccc21 (configuration not stated)	0	-2	x	4	-1	-1.6	-3
34	C/C(=N\NC(=O)COc1ccccc1-c1ccccc1)c1ccc(O)cc1O	2	-1	x	1	-1	4.0	x
35	Cn1c(NCc2ccccc2F)nc2cc(-c3cccc(Cl)c3)sc2c1=O	7	-1	-3	0	1	-0.3	-3
36	CC(C)c1nc(Cl)c(C#N)c2c1COC(C)(C)C2	2	-8	x	4	1	2.9	u
37	NC(=O)NC1(C(=O)O)CCCC1	6	-4	x	0	-3	0.4	1
38	CCCCNC(=O)c1onc(CSc2ccncc2)c1C(=O)NCCCC	2	-1	3	0	-1	-5.1	-1
39	CCOCCn1c(CN2CCN(CCO)CC2)nc2c1c(=O)n(C)c(=O)n2C	3	1	-4	2	0	1.4	0
40	CO[C@H]1CN(C)C(=O)c2cc(NS(=O)(=O)c3ccc(F)cc3)ccc2OC[C@H](C)NC[C@@H]1C	-7	0	10[16.7 µM]	1	-3	-0.6	-2
41	O=C1CNC(=O)N1c1ccc(Cl)cc1	2	-2	-2	-1	-2	0.8	-4
42	COC(=O)[C@H](CO)N1C(=O)[C@@H]2[C@H](C1=O)C1C=C[C@H]2C1	4	x	-10	0	0	1.9	1
43	CC(=O)c1cc2c(cc1NC(=O)CCC1CCCC1)OCO2	-1	3	x	-3	3	x	2
44	Cc1nn(CC(=O)Nc2ccc(Br)cc2F)c(=O)c2cccn12	10	-1	8	1	1	0.2	5
45	COc1cc(/C=N/NC(=O)c2ccncc2)ccc1OCC(=O)Nc1ccccc1	6	3	x	-2	3	-0.3	u

(list continues)
No.	Structure	ERp5 block	SIRT5 inh	miR-122 sensor	Casp6 inh	ERAP1 inh	F508del corr	DENV2 CPE rescue
46	CCOc1ccc(OCc2ccc(C(=O)NC(C)(C)C)o2)cc1	2	-2	5	-1	1	-2.9	-6
47	O=C(c1ccc(F)cc1)N1CCC(c2ccccc2)C1 (configuration not stated)	-2	-1	-5	-1	3	2.2	-6
48	O=C(CN1C(=O)c2ccccc2S1(=O)=O)NCCc1ccc(F)cc1	1	-4	-1	-1	1	0.2	-8
49	O=C(NNC(=O)c1ccncc1)Nc1cccc(C(F)(F)F)c1	-2	-3	x	-3	-1	-0.8	10
50	CCOc1cc2[nH]c(=S)n(Cc3ccc(C(=O)NCCCN4CCOCC4)cc3)c(=O)c2cc1OCC	2	-1	-14	-5	0	1.4	0
51	CC(C)(C)OC(=O)N[C@@H](C(=O)OC(C)(C)C)c1ccc(C(F)(F)F)cc1	-6	x	0	-2	6	-0.5	0
52	O=Nc1ccc(Br)cn1	-1	x	x	19	1	-3.6	2
53	COc1ccc(NC(=O)C2CCCN(S(=O)(=O)c3ccc4c(c3)CCCN4C(C)=O)C2)cc1 (configuration not stated)	3	-1	2	1	1	1.7	-1
54	COC(CNC(=O)C(C)n1nc(C)c2ccccc21)OC (configuration not stated)	-1	0	-3	3	3	-0.8	-2
55	C=CCn1c(CSc2ccccc2[N+](=O)[O-])n[nH]c1=S	1	1	x	1	3	-1.4	8
56	C[C@@H]1CCCCCCCCC(=O)OCCN(C(=O)OC(C)(C)C)[C@H](C)CCCCCCCCC(=O)OCCN1C(=O)OC(C)(C)C	2	x	-12	-4	0	-4.7	18
57	COC(=O)c1ccc(OC(=O)c2ccncc2)cc1O	-1	7	36	-1	-4	0.8	11
58	Clc1ccc2c(c1)Nc1ccccc1CC2	x	-3	x	-4	-8	-1.4	3
59	CN(c1ccccc1)S(=O)(=O)c1cccc(Cl)c1Cl	0	-3	x	-1	3	1.9	-1
60	CCc1nnc(NC(=O)c2nn(-c3ccccc3)nc2C)s1	3	-2	x	3	-7	-0.5	0

(further entries)
No.	Structure	ERp5 block	SIRT5 inh	miR-122 sensor	Casp6 inh	ERAP1 inh	F508del corr	DENV2 CPE rescue
61	Cc1noc(C)c1NC(=O)N[C@H]1C=C[C@H](CC(=O)NCc2ccc(Cl)c(Cl)c2)O[C@@H]1CO	4	0	x	2	0	-0.2	u
62	COc1ccccc1CNC(=O)C[C@H]1CC[C@H](NC(=O)CC2CC2)[C@H](CO)O1	-3	-2	x	-1	-1	0.2	6
63	OCCC#Cc1ccc(CN2CCN(Cc3ccsc3)C(CCO)C2)cc1 (configuration not stated)	-5	-3	20	5	-2	0.2	3
64	O=C(c1ccccn1)N1CC(=O)N2[C@H](CO)[C@@H](c3ccc(C#CC4CCCC4)cc3)[C@@H]2C1	-3	0	x	0	2	0.4	8
65	CCc1nc2ccc(C(=O)Nc3ccc4c(c3)OCC(=O)N4)cn2c1N(C)C(=O)C1CCCCC1	-1	0	-1	-1	6	-3.6	17
66	CC(C)c1ccc(NC(=O)C2CCN(S(=O)(=O)c3ccc4c(c3)C(C)(C)C(=O)N4C)CC2)cc1	2	1	-5	-1	-5	4.9	-3
67	COc1cccc(NC(=O)N[C@@H]2C=C[C@H](CC(=O)N3CCCCC3)O[C@@H]2CO)c1	2	-2	x	-1	-2	-3.4	1
68	O=C(NNC(=O)C12CC3CC(CC(C3)C1)C2)c1ccccc1F	2	-3	-9	0	-7	1.0	-5
69	CC(C)NC(=O)N1[C@H](CO)[C@@H]2c3ccccc3N(C(=O)Nc3ccc(Cl)cc3)C[C@@H]21	1	2	-12[16.7 µM]	-2	-2	1.5	-15
70	CCOC(=O)c1sc2ncnc(Nc3cccc(C(=O)O)c3)c2c1C	4	0	-1	-1	-4	1.3	-2
71	Cc1ccc(Sc2ccc(NC(=O)CCN3C(=O)NC4(CCCC4)C3=O)cc2)c(C)c1	3	-1	-6	-1	4	0.7	-5
72	CCOC(=O)/C=c1\s/c(=C\c2ccc(-c3ccccc3)cc2)c(=O)n1CC(=O)NCc1ccc2c(c1)OCO2	8	-3	6	-1	0	x	x
73	COc1ccccc1NC(=S)N1CCC(NC(=O)C23CC4CC(CC(C4)C2)C3)CC1	0	x	x	-3	-2	-1.1	-8
74	CCOC(=O)c1c(NC(=O)CSC(=S)N2CCOCC2)sc(C)c1C	-1	3	3	3	1	x	1
75	O=C(Cc1ccncc1)N1CC(=O)N2[C@@H](CO)[C@H](c3ccc(Br)cc3)[C@@H]2C1	0	-8	x	-2	0	-0.3	-4
76	S=c1[nH]nc(-c2cccnc2)n1/N=C/C(Cl)=C\c1ccccc1	4	-1	x	2	0	0.3	6
77	NS(=O)(=O)c1cccc(NC(=O)CSc2nc3nc(-c4cccs4)cc(C(F)(F)F)c3c(=O)[nH]2)c1	-2	-3	5	4	-5	2.7	x
78	CN1CCCC(OC(=O)c2cccc(Cl)c2)C1 (configuration not stated)	-2	-1	-10	1	3	-1.3	4
